BB579 growth dn: yeast BB579 growth reduction in restrictive medium; S. cerevisiae BB579 growth, OD615, 48 h; inhibition, % at 10 µM; hit rate 0.51% among 140,000;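 active means inhibition above a set limit, 3 SD over the mean compound inhibition, cut at about 44% in these data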; further: inactives centre near -24
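System: Saccharomyces cerevisiae DeaD strain BB579, replicative lifespan model yeast | Buffer or medium: Restrictive glucose-based CSMM-D medium | Times: 4 h preincubation and 48 h exposure at 30 °C | Detection: OD615 turbidity measurement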
Yeast lifespan up: yeast lifespan extension; S. cerevisiae growth with nicotinamide, OD615; deaD strain in restrictive glucose medium; AID 775; inhibition of the nicotinamide effect, % at 10 µM; hit rate 0.68% among 130,000;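 active means inhibition above a set limit, placed 3 SD over the median of all compounds, cut at about 26% in these data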;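 further: 0% = nicotinamide-treated wells and 100% = cells grown without nicotinamide; some compounds called inactive have numbers as strong as hits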
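Assay system: engineered S. cerevisiae DeaD replicative-lifespan strain, galactose-grown log-phase cells; medium: restrictive CSMM-D dextrose medium; also added: nicotinamide, 1.5 mM, co-present with compound; schedule: 48 h compound exposure at 30 °C, humidified; detection: absorbance at 615 nm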
PTEN del growth: suppresses growth of cells with PTEN deletion; viability, % at 10 µM; HCT116 PTEN-null viability, CellTiter-Glo, 60 h; stronger effect = lower value; hit rate 1.2% among 140,000;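 active means viability at or below a set limit, 4 SD under the median of all tested compounds, cut at about 3.7% in these data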;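 further: PTEN knockout HCT116 line with beta catenin targeted HCT116 as companion control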
Phagocytosis inh: inhibitors of macrophage phagocytosis. AID 1029. hit rate 0.07% among 110,000. inhibition, % at 5 µM. J774A.1 macrophage IgG-bead phagocytosis, imaging;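 active means inhibition above the mean of the plate negative controls plus 5 SD, cut at about 13% in these data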;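 further: phagocytic index as fraction of beads internalized from green versus red external bead signal; plate controls were DMSO negative control for no effect and cytochalasin-D positive control for full effect; some results beyond the cut were filed as inactive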
HCT116 bCat-KO: beta-catenin-lacking colon tumor cell growth suppression; HCT116 beta-catenin knockout viability, CellTiter-Glo, 60 h; stronger effect = lower value; viability, % at 10 µM; hit rate 1.5% among 140,000;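 active means viability at or under a set limit, the compound median less 4 SD, cut at about 6% in these data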;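 further: 0% = Hyamine 1622 control at 20 µM and 100% = untreated cell control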
Measles CPE: protection of cells from measles virus; Measles virus-infected cells, CPE protection, absorbance; protection (pct of control), % at 4 µM; hit rate 1.5% among 140,000; in the data active means protection mostly above about 24%, no sharp cut-off; inactive means mostly below about 26%; further: some compounds called inactive have numbers as strong as hits
NPY Y2 blocker: blocks the human neuropeptide Y Y2 receptor. P49146. NPY-Y2 expressing cells, antagonist mode. inhibition, % at 2.7 µM. hit rate 0.99% among 140,000. AID 793; in the data active means inhibition above about 17%;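 further: 0% = vehicle with agonist challenge and 100% = reference antagonist with challenge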
Target sequence (P49146 whole entry, looked up): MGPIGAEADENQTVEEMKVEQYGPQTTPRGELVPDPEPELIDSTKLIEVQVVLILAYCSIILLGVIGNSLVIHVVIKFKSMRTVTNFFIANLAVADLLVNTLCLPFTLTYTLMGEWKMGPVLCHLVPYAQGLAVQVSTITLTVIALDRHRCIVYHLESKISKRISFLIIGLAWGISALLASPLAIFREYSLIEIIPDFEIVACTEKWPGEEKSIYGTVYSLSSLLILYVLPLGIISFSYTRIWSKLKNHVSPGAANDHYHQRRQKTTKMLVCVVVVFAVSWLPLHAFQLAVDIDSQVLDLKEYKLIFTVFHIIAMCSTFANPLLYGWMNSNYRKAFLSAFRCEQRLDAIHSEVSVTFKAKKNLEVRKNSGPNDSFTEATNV
E-sel TNF inh: TNF alpha driven E-selectin expression inhibition | HUVEC TNFa-induced E-selectin immunofluorescence, high content | hit rate 0.71% among 120,000 | AID 1246 | inhibition, % at 2 µM;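 active means inhibition above the batch mean plus 3 SD, and confirmed as a hit on visual image review, cut at about 43% in these data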;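 further: 0% = TNF-stimulated DMSO wells and 100% = unstimulated control wells; not every result past the cut was called active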
MRP1 act: MRP-1 activation; H69AR cells + doxorubicin, viability rescue, CellTiter-Glo; hit rate 0.61% among 140,000; viability increase, % at 10 µM;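 active means viability gain under doxorubicin at or above a set limit, the compound median plus 3 SD, cut at about 4.7% in these data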;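 further: MRP-1 overexpressing cells given doxorubicin 25 µM after compound pretreatment; 18-22 h compound pretreatment then 72 h with doxorubicin before readout; 0% = doxorubicin-only wells and 100% = vehicle-treated cells without doxorubicin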
GALR2 antag: blocks the human galanin receptor 2 | GALR2-expressing cells, antagonist mode | inhibition, % at 4 µM | hit rate 0.39% among 140,000; in the data active means inhibition above about 27%;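 further: cells stimulated with galanin 1-16 at roughly its EC80; 0% = agonist challenge control and 100% = basal control without agonist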
Target sequence (O43603 whole entry, looked up): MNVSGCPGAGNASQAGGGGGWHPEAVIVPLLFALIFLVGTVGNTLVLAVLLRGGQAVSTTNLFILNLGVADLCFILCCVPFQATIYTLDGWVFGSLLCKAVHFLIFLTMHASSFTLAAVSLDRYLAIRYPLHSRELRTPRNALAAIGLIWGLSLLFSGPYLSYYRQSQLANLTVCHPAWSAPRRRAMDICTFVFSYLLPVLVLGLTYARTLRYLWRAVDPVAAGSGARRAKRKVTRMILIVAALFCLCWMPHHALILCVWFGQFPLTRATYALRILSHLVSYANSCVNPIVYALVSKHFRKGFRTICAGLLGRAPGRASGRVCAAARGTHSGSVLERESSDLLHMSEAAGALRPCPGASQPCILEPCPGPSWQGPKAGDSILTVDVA
Active calls of the source: *; nt = no result given.

SMILES	BB579 growth dn	Yeast lifespan up	PTEN del growth	Phagocytosis inh	HCT116 bCat-KO	Measles CPE	NPY Y2 blocker	E-sel TNF inh	MRP1 act	GALR2 antag
Cc1ccc(CNc2ccc(N3CCOCC3)c(C(=O)O)c2)s1	-59	-7	94	-2	94	5	2	-16	0.1	-15
Cc1cc(SCC(=O)c2cccs2)n2nc(C)c(-c3ccc(Cl)cc3)c2n1	-27	5	64	1	69	22	-1	nt	-1.6	10
COc1ccc(Cc2noc(-c3ccc(C)cc3)n2)cc1	-33	-11	94	-1	101	7	6	-16	2.1	1
COC1(OC)N=C(N)C2(C#N)C(c3ccc(F)cc3)C12C#N (stereo not given)	-1	-22	92	-1	107	5	0	33	-4.6	20
O=c1cc(CSc2ccc(S(=O)(=O)N3CCCCC3)cn2)nc2sccn12	19	-12	85	3	80	3	1	nt	-0.9	-8
CCC(CC)c1nnc(NS(=O)(=O)Cc2ccccc2)s1	-35	4	91	1	88	6	1	-15	-1.2	5
O=C(Nc1nnc(Cc2ccccc2)s1)c1ccco1	-7	-8	89	0	95	18	1	-7	-0.1	3
CCn1c(SC)nnc1C1CCN(S(=O)(=O)c2ccc(OC)cc2)CC1	-11	-7	77	nt	71	4	-1	8	-1.9	-3
CC1(C)N=C(SCC(=O)Nc2ccc(Cl)cc2)C(c2ccc(Cl)cc2)=N1	-36	-6	36	nt	46	10	6	nt	-3.1	-11
CCCCn1c(C)nc2c(=O)n(C)c(=O)[nH]c21	-1	-13	99	-2	104	29*	0	nt	-1.0	7
COc1ccc(-c2cc(=O)[nH][nH]2)cc1	-17	-2	105	1	109	40	-2	-7	0.7	3
CCOC(=O)C(NCCc1ccccc1)(NC(=O)CC)C(F)(F)F (stereo not given)	-29	4	97	nt	91	3	1	nt	-0.2	-4
COc1ccc(C(=O)c2c(C)oc3cc([N+](=O)[O-])c(O)c([N+](=O)[O-])c23)cc1	-21	-5	95	0	96	15	2	20	-1.1	-3
CC(=O)NC1N=C(C)N(c2ccccc2)C1=O (stereo not given)	-54	-3	102	1	99	4	-3	-19	-0.6	1
CCOC(=O)COc1ccc(S(=O)(=O)NCC2CCCO2)cc1 (stereo not given)	-10	nt	110	nt	100	5	-1	18	-0.1	-7
CC(=O)c1cc2c(cc1NC(=O)c1cc(C)nn1-c1ccccc1)OCO2	-31	5	33	nt	35	5	10	5	-4.3	9
O=C(COC(=O)CCc1c[nH]c(=O)[nH]1)Nc1ccccc1Cl	-74	-3	101	-5	95	13	-1	22	-0.5	-11
O=S(=O)(c1ccc(F)cc1)N1CCn2c(nc3ccccc32)C1	-42	-6	98	0	93	6	-1	nt	0.2	-8
CCCn1c(C)cc(-c2csc(N)n2)c1C	-80	-4	99	0	102	9	0	-15	-0.7	-10
CCCN1CN(Cc2ccccc2)CC2=C1CC(C)(C)CC2=O	-42	-24	91	1	80	8	3	18	-2.1	5
COc1ccc(OC)c(C2CC(=O)c3c([nH]c(C(=O)OCC4CCCO4)c3C)C2)c1 (stereo not given)	-8	-4	34	0	33	13	6	nt	-4.0	12
CCC(=O)Nc1nnc(Sc2ccc(N(C)C)cc2)s1	-48	-8	98	-1	93	2	4	0	-2.6	-17
CCOc1cc(CNc2ccc3c(c2)CCC3)ccc1O	1	-10	97	nt	85	6	2	-12	-1.1	-9
CC(C)C(=O)NC(C)C(c1cccs1)N1CCN(C)CC1 (stereo not given)	-32	-19	105	nt	110	19	-2	nt	-1.3	-16
O=C(CCSc1nnc2scc(-c3ccccc3)n12)Nc1nc(-c2ccccc2)ns1	-10	-6	96	-3	95	4	1	10	-1.7	0

Individual results from the list.
Under Measles CPE, `Cc1ccc(CNc2ccc(N3CCOCC3)c(C(=O)O)c2)s1` is listed with 5
Under Phagocytosis inh, `CCC(=O)Nc1nnc(Sc2ccc(N(C)C)cc2)s1` is listed with -1
Under MRP1 act, `O=C(COC(=O)CCc1c[nH]c(=O)[nH]1)Nc1ccccc1Cl` is listed with -0.5
Under PTEN del growth, `CCCCn1c(C)nc2c(=O)n(C)c(=O)[nH]c21` is listed with 99
Under GALR2 antag, `COc1ccc(Cc2noc(-c3ccc(C)cc3)n2)cc1` is listed with 1

(list continues)
SMILES	BB579 growth dn	Yeast lifespan up	PTEN del growth	Phagocytosis inh	HCT116 bCat-KO	Measles CPE	NPY Y2 blocker	E-sel TNF inh	MRP1 act	GALR2 antag
Nc1c(C(=O)NCCC2=CCCCC2)sc2ccc(S(=O)(=O)N3CCCCC3)cc12	-38	11	48	1	34	13	3	4	-0.9	-6
COc1ccc(-c2nc(CSCC(=O)N3CCN(C)CC3)c(C)o2)cc1OC	-20	-4	96	-1	95	10	1	nt	-0.9	1
O=C(NNc1ccc(Cl)nn1)c1ccc(Cl)cc1	-5	6	92	1	90	16	0	nt	-1.8	-17
Clc1ccccc1CSc1nnc(-c2cccnc2)n1Cc1ccco1	-27	-2	88	2	79	17	2	nt	-3.4	6
CCOC(=O)C1=C(C)NC(=O)NC1c1ccc(NC(C)=O)cc1 (stereo not given)	-27	-22	91	2	99	2	3	-13	-2.0	6
COC(=O)c1sccc1NC(=O)c1ccc(C)o1	0	-29	89	nt	96	4	2	-7	-3.4	-1
O=C(Nc1ccon1)C1CCN(S(=O)(=O)c2cccs2)CC1	-38	-1	98	nt	91	3	4	-2	-1.9	-9
Cc1oc2c(CN3CCCC3)c(O)ccc2c(=O)c1Oc1ccccc1Br	-10	-23	90	nt	91	19*	1	3	-2.5	0
Cc1ccc(-c2n[nH]c(=O)c3ccccc23)cc1S(=O)(=O)Nc1ccccc1	-1	-3	48	4	56	5	5	nt	-5.4	-2
Cc1nc2cc(NC(=O)COc3ccccc3C#N)ccc2n1-c1ccccc1	-31	-1	100	nt	99	19	3	19	-1.8	4
Cc1cc(S(=O)(=O)Nc2c(C(=O)O)[nH]c3ccccc23)ccc1F	-34	-3	95	-1	90	9	1	-30	-2.5	14
CC(C)CCCCCCNC(=S)Nc1ccc(S(=O)(=O)N2CCOCC2)cc1	-17	-1	14	-5	32	3	-5	nt	-4.6	5
CCCCCCCCCOC1OC(CO)C(O)C(O)C1NC(C)=O (stereo not given)	-10	2	89	-2	88	20	-1	nt	-1.4	-3
CC1(C)NC(=O)N(CCCCOc2cccc(C(F)(F)F)c2)C1=O	-26	-11	97	0	86	18	6	-21	-0.5	9
Cc1cc(C2C(=O)C(C(=O)c3ccc(Cl)cc3)C(=O)CC2(C)C)on1 (stereo not given)	-26	12	94	-3	93	9	1	-6	-2.5	13
O=C(Cc1ccc(-n2c(=O)c3ccccc3n(Cc3ccccc3F)c2=O)cc1)NCC1CCCO1 (stereo not given)	-21	3	88	-9	88	8	0	nt	-1.4	-6
O=C(/C=C/c1ccccc1Cl)NC(=S)Nc1ccccc1C(=O)NC1CCCCC1	-17	-19	74	nt	81	2	3	14	-3.5	-1
O=C(C#Cc1cccc([N+](=O)[O-])c1)c1ccccc1	11	20	3.7*	-2	8	24	-3	-9	-4.2	25
N#CC(C(=O)C1CCCCC1)c1nc2ccccc2[nH]1 (stereo not given)	-62	-12	96	0	83	7	0	-13	-1.6	-2
O=S(=O)(c1ccccc1C(F)(F)F)N1CCC(n2cnc3ccccc32)CC1	3	-7	70	1	73	17	8	-24	-0.9	-5
Cc1cc2nnn(-c3nnc(-c4ccccc4)c4ccccc34)c2cc1C	-20	-15	91	-3	92	6	-1	-22	-0.1	7
Cc1ccc(CNc2cnccn2)cc1	-30	0	99	nt	104	4	2	16	0.7	1
COc1ccc(C)cc1NC(=O)CN1C(=O)c2cccc3cccc1c23	13	-21	62	-2	76	15	2	4	-4.4	-10
COc1ccc(C(=O)NC(=O)COC(=O)C2COc3ccccc3O2)cc1 (stereo not given)	-54	-8	121	0	102	1	0	11	-0.6	-7
CC1(C)CC(=O)N(CC(=O)NCc2ccc(F)cc2)c2ccccc2S1(=O)=O	6	-9	97	0	97	5	0	-6	-0.1	2

Five entries already listed, sorted by length of the SMILES, descending:
SMILES	BB579 growth dn	Yeast lifespan up	PTEN del growth	Phagocytosis inh	HCT116 bCat-KO	Measles CPE	NPY Y2 blocker	E-sel TNF inh	MRP1 act	GALR2 antag
COc1ccc(-c2nc(CSCC(=O)N3CCN(C)CC3)c(C)o2)cc1OC	-20	-4	96	-1	95	10	1	nt	-0.9	1
Cc1oc2c(CN3CCCC3)c(O)ccc2c(=O)c1Oc1ccccc1Br	-10	-23	90	nt	91	19*	1	3	-2.5	0
CC1(C)NC(=O)N(CCCCOc2cccc(C(F)(F)F)c2)C1=O	-26	-11	97	0	86	18	6	-21	-0.5	9
CCCCCCCCCOC1OC(CO)C(O)C(O)C1NC(C)=O (stereo not given)	-10	2	89	-2	88	20	-1	nt	-1.4	-3
O=C(NNc1ccc(Cl)nn1)c1ccc(Cl)cc1	-5	6	92	1	90	16	0	nt	-1.8	-17

Going on with the list.
SMILES	BB579 growth dn	Yeast lifespan up	PTEN del growth	Phagocytosis inh	HCT116 bCat-KO	Measles CPE	NPY Y2 blocker	E-sel TNF inh	MRP1 act	GALR2 antag
CCCCNC(=O)c1ccc2c(SCC(=O)O)c3c(nc2c1)CCCC3	-7	4	102	-1	79	8	-2	-6	-0.3	-3
O=C(CN1CCN(Cc2ccccc2)CC1)Nc1ccc([N+](=O)[O-])cc1C(=O)Nc1ccccc1F	3	0	25	-4	29	21	3	nt	-4.1	-9
Cc1ccccc1-n1nnnc1SC(C)C(=O)NC1CCCc2ccccc21 (stereo not given)	-23	6	78	-9	89	nt	6	nt	-1.5	1
CCc1nc(N)c(C#N)c(-c2ccc(O)c(OC)c2)c1C	-12	-1	86	-1	89	5	3	4	-3.2	2
C=CCn1c(SC(C)C(=O)NC2(C#N)CCCCC2)nnc1-c1ccc(OC)cc1 (stereo not given)	-44	-4	98	-1	97	9	1	-20	-1.4	-1
Cc1nc2c(c(=O)n1CCC1=CCCCC1)c1nc3ccccc3nc1n2/N=C/c1ccco1	-39	-6	48	0	50	5	-3	3	-0.9	-8
Cc1ccc(C(=O)/C=C/c2ccc(-c3ccccc3[N+](=O)[O-])o2)cc1	-13	-1	79	-1	80	-1	10	nt	-3.1	0
COCCNC(=O)c1ccc2c(=O)n(Cc3ccco3)c(SCC(=O)NC3CCCCC3)nc2c1	-28	-19	91	-2	107	3	2	25	-3.7	3
Cc1ccc(S(=O)(=O)N(C)Cc2ccc(C(=O)N/N=C3\CC(=O)CC(C)(C)C3)cc2)cc1	-46	2	97	-4	91	8	3	-21	-1.5	-1
COc1ccc(CCNC2CC(C)N(C)CC2C)cc1OC (stereo not given)	-39	-3	94	0	94	4	4	-8	-1.3	2
CCOc1ccc(NCc2nnc(SCc3ccccc3Cl)n2-c2ccccc2)cc1	-84	41	76	nt	84	15	3	12	-1.3	1

Bioassay records deposited in PubChem BioAssay by several laboratories.
